# RAD52 anneal inh: RAD52 DNA annealing inhibitors, primary screen, biochemical, FRET, single point, set 2; hit rate 0.46% among 360,000; inhibition, % at 18.7 µM; recombinant RAD52 DNA annealing, FRET fluorescence; DNA repair protein RAD52 homolog (Homo sapiens), P43351;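 active = every replicate showing at least 50% inhibition; inconclusive = mean inhibition at least 50% but not in every replicate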
# ERAP1 HTS inh: human ERAP1 aminopeptidase inhibitors, primary screen, biochemical, single point, plate reader; Endoplasmic reticulum aminopeptidase 1 (Homo sapiens), Q9NZ08; recombinant ERAP1, Leu-AMC fluorescence, 60 min; inhibition, % at 10.7 µM; hit rate 0.15% among 340,000; AID 652197, 2013;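 active = mean replicate inhibition of at least 30%, or all replicates individually reaching that 30% level; inactive = mean below 30% and not every replicate reaching it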;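 also: 0% = neutral control wells and 100% = L-leucinethiol positive control wells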
# Target sequence (Q9NZ08 whole entry, looked up): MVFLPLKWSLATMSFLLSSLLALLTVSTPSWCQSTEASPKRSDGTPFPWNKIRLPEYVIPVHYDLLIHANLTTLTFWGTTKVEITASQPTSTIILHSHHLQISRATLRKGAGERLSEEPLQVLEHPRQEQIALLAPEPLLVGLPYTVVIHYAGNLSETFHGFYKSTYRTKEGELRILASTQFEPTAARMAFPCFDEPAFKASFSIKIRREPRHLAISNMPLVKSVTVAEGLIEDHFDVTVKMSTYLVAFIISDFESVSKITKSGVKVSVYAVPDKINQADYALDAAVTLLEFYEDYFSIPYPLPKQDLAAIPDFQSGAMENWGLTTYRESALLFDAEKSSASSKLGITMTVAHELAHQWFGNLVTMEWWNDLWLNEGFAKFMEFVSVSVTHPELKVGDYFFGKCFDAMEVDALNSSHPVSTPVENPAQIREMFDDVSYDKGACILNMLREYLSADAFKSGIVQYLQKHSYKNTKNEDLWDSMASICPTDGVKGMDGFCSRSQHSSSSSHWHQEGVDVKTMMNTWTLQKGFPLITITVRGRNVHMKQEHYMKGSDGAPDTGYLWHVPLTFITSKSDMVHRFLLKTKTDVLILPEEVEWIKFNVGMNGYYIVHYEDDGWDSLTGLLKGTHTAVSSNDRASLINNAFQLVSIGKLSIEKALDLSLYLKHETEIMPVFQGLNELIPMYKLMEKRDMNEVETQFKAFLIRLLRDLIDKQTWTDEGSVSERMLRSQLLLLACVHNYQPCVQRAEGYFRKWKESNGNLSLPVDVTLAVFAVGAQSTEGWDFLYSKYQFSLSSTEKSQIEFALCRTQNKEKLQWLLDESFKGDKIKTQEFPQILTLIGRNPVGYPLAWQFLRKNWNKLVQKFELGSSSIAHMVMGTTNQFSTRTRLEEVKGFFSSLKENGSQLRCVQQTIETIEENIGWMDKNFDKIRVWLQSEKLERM
# E-sel inducer: E-selectin induction in HUVECs, primary screen, imaging, HUVEC, immunofluorescence imaging, single point; P16581; normalized: neutral wells 0, TNF-alpha wells 100; activation, % at 7.58 µM; hit rate 0.37% among 260,000; AID 686992, 2013;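 active = mean E-selectin-positive cell signal at least 10% of the positive control, reached in at least 60% of replicates, without over 20% cell loss; inconclusive = no rule given, readout overlaps actives, possibly toxicity-flagged; inactive = the rest, including those meeting only one limit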;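 also: in these data hits start at about 27%; measured in HUVEC primary endothelial cells; signal is the percent of cells scored E-selectin positive by PE staining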
#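 Test system: HUVEC; input: 3,000 HUVEC/well; measured by: immunofluorescence imaging; read-out: % PE-positive cells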
# RAD54 branch: inhibitors of human RAD54 branch migration, primary screen, biochemical, fluorescence, single point | hit rate 0.14% among 360,000 | RAD54 Holliday junction branch migration, FAM/BHQ fluorescence | inhibition, % at 10.4 µM;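 active = mean normalized replicate activity at least 40 and at least half of replicates scoring 40 or more; inconclusive = only one of the two criteria met; inactive = mean below 40 and under half of replicates reaching 40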;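 also: 0% = median of neutral control wells and 100% = median of positive control wells; inhibitors cause a drop in the FAM fluorescence signal; in these data hits start at about 50%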
# Cneo AK release: Cryptococcus neoformans cell lysis inducers, primary screen, AK release luminescence, single concentration; lysis activity, % at 15 µM; hit rate 0.2% among 360,000; C. neoformans lysis, adenylate kinase release luminescence, 4 h; normalised: neutral wells 0, clomiphene wells 100;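 active = mean lysis activity across replicates of at least 80%, whatever share of replicates individually reach that level; inactive = mean lysis activity below 80%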
#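 Material: C. neoformans cells; Schedule: 4 h static compound exposure, 37 °C, read 1 h post-reagent; Measured by: adenylate kinase release luminescence; Read-out: signal increase indicating cell lysis; Controls: Clomiphene as positive lysis control.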
# miR-122 sensor: miR-122 Renilla sensor signal increase in Huh7, primary screen, miR-122 inhibitor project, cell-based, single point, plate reader. hit rate 0.3% among 340,000. activation (reporter increase), % at 12.5 µM. Huh7 miR-122 Renilla luciferase sensor, 48 h; neutral wells = 0, positive control = 100;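 active = mean replicate activation score at least 90 and every replicate individually at or above 90; inconclusive = only one of the two criteria met; inactive = neither criterion met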;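 also: higher luciferase means less miR-122 activity so hits act as miR-122 inhibitors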
# PglD inh: C. jejuni PglD acetyltransferase inhibitors, primary screen, biochemical, DTNB colorimetric, single point. hit rate 0.098% among 360,000. inhibition, % at 12.5 µM. purified PglD enzyme, DTNB colorimetric CoA detection. AID 602405, 2012; in the data active = inhibition above about 16%, passing the limit was not always enough; inconclusive = no clear call, values can overlap the other calls; also: strong numbers were not always called active
# PGC1a acetyl inh: inhibitors of PGC1a acetylation signal, primary screen, cell-based, U2OS, AlphaScreen, inhibitor mode; AlphaScreen anti-acetyl-lysine; with virally co-expressed GCN5 acetyltransferase; hit rate 0.17% among 350,000; inhibition, % at 15.6 µM;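 active = every replicate shows inhibition of at least 40%; inconclusive = mean inhibition at least 40% but some replicate below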;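 also: 0% = neutral control wells and 100% = positive control wells; some results beyond the cut were filed as inactive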
# * marks the source's active call; other numbers are inactive results; ? = inconclusive; . = no result given; & = joins results of further samples; [ ] = remark or other dose.
# Each structure is followed by: PGC1a acetyl inh	PglD inh	E-sel inducer	RAD54 branch	Cneo AK release	miR-122 sensor	RAD52 anneal inh	ERAP1 HTS inh
Cc1ccc(C(c2nnnn2CC2CCCO2)N2CCN(c3cccc(C)c3C)CC2)cc1 (configuration not stated)
→ -14	0	.	-2	3	-1	.	.
COc1ccccc1NC(=O)c1nc(S(=O)(=O)Cc2ccccc2)ncc1Cl
→ -23	2	3.6	4	3	3	-11	3
COC(=O)C1CCN(C(=O)c2ccccc2NC(C)=O)CC1
→ 5	2	.	-11	0	3	.	.
O=S(=O)(c1ccc(F)cc1)N1CCCCN2[C@H](CO)[C@H](c3ccc(-c4ccccc4F)cc3)[C@H]2C1
→ -18	-1	.	-5	50	33[16.7 µM]	-17	5
Cc1ccc(-c2nn(-c3ccccc3)cc2CC(=S)N2CCOCC2)cc1
→ -6	-1	.	-4	1	7	-17	-2
O=C(N[C@@H]1C=C[C@H](CC(=O)N2CCOCC2)O[C@@H]1CO)c1ccc2c(c1)OCO2
→ -7	-3	0.5	5	10	.	6	-1
CC(C)(C(=O)N1CCC1(C)C(=O)NS(=O)(=O)c1ccc(Br)cc1)c1ccccc1 (configuration not stated)
→ 16	5	0.9	-1	-2	8	-9	-1
Cc1cccc(-n2c(N)cc(=O)[nH]c2=S)c1
→ -7	9	.	-6	-4	3	.	.
C[C@H](CO)N1C[C@H](C)[C@H](CN(C)Cc2ccncc2)Oc2ccc(NC(=O)Nc3ccc(C(F)(F)F)cc3)cc2C1=O
→ 9	-1	.	0	-4	4[16.7 µM]	-9	-1
CNC[C@H]1Oc2ccc(NC(=O)Nc3ccccc3)cc2C(=O)N([C@@H](C)CO)C[C@@H]1C
→ 1	-6	-2.4	3	-3	1[16.7 µM]	-4	0

# An excerpt of these results, bar-delimited:
SMILES | PGC1a acetyl inh | PglD inh | E-sel inducer | RAD54 branch | Cneo AK release | miR-122 sensor | RAD52 anneal inh | ERAP1 HTS inh
Cc1ccc(-c2nn(-c3ccccc3)cc2CC(=S)N2CCOCC2)cc1 | -6 | -1 | . | -4 | 1 | 7 | -17 | -2
O=C(N[C@@H]1C=C[C@H](CC(=O)N2CCOCC2)O[C@@H]1CO)c1ccc2c(c1)OCO2 | -7 | -3 | 0.5 | 5 | 10 | . | 6 | -1
CC(C)(C(=O)N1CCC1(C)C(=O)NS(=O)(=O)c1ccc(Br)cc1)c1ccccc1 (configuration not stated) | 16 | 5 | 0.9 | -1 | -2 | 8 | -9 | -1
Cc1cccc(-n2c(N)cc(=O)[nH]c2=S)c1 | -7 | 9 | . | -6 | -4 | 3 | . | .
C[C@H](CO)N1C[C@H](C)[C@H](CN(C)Cc2ccncc2)Oc2ccc(NC(=O)Nc3ccc(C(F)(F)F)cc3)cc2C1=O | 9 | -1 | . | 0 | -4 | 4[16.7 µM] | -9 | -1

# (continued)
# Each structure is followed by: PGC1a acetyl inh	PglD inh	E-sel inducer	RAD54 branch	Cneo AK release	miR-122 sensor	RAD52 anneal inh	ERAP1 HTS inh
CN(CC(=O)Nc1c(Cl)cccc1Cl)C(=O)CC1OC(=O)c2ccccc21 (configuration not stated)
→ 3	-5	1.2	2	0	-1	-11	-1
CSc1cccc(NC(=S)N2CCC(c3ccccc3)C2)c1 (configuration not stated)
→ -5	6	0.2	-3	10	.	-9	1
O=C(c1c[nH]c2ccc(F)cc2c1=O)N1CCCCCC1
→ 16	-6	.	-8	-2	4	11	7
Cc1ccccc1NC(=O)NNC(=O)c1ccc2ccccc2c1O
→ .	-1	0.0	2	2	3	-2	-1
CCOC(=O)c1cnc2c(Cl)cccc2c1NCCCN1CCOCC1
→ -16	0	-0.1	?	2	-2	16	5
CC(=O)c1ccc(S(=O)(=O)NCCC(=O)OCC(=O)N2CCCC2=O)cc1
→ .	-103	0.1	-10	8	.	-4	1
Cn1cnc2c1c(=O)n(Cc1cccc(Br)c1)c(=O)n2C
→ 8	1	.	3	0	-13	.	.
c1cncc(CNc2ncnc3ccc(-c4cccnc4)cc23)c1
→ 8	1	0.6	14	0	0	9	-1
O=C(Nc1cccc(F)c1)N1CC=C(c2ccc(Cl)cc2)CC1
→ 0	-5	.	3	-3	-3	.	.
O=C(c1ccc2c(c1)N(Cc1cccc(Cl)c1)C(=O)c1ccccc1S2(=O)=O)N1CCN(c2ccccn2)CC1
→ -24	4	-4.3	0	0	7	1	0

# (list continues)
# Each structure is followed by: PGC1a acetyl inh	PglD inh	E-sel inducer	RAD54 branch	Cneo AK release	miR-122 sensor	RAD52 anneal inh	ERAP1 HTS inh
CN1C(=O)c2cc(NC(=O)C3CC3)ccc2OC[C@@H]2O[C@H](CC(=O)O)CC[C@@H]21
→ 1	.	0.2	.	.	.	12	2
C[C@@H]1CN([C@H](C)CO)C(=O)c2cccc(NC(=O)c3ccncc3)c2O[C@H]1CN(C)Cc1ccc(Oc2ccccc2)cc1
→ -2	3	-0.2	5	-2	8[16.7 µM]	-25	1
C[C@H](CO)N1C[C@H](C)[C@@H](CN(C)S(C)(=O)=O)Oc2ccc(NC(=O)CCN3CCOCC3)cc2C1=O
→ -29	1&2	-6.1	2&-12	-3&-3	-5[16.7 µM]	6&-13	11&-3
CCN1CCN(c2cc(=O)n(C3CCCCC3)c(=O)[nH]2)CC1
→ .	-2	.	-1	-3	.	-20	5
O=C1[C@@H]2Cc3c([nH]c4ccccc34)C(c3ccccc3)N2C(=O)CN1CCO (some centres not stated)
→ 4	5	0.0	8	-2	1	-2	-6
CO[C@@H]1CC[C@@H]2CCOc3ccc(C#N)cc3C(=O)N(C)C[C@@H](C)C(=O)N(C)C[C@H]1O2
→ .	-3	0.0	9	3	.	7	-4
C[C@@H]1CN([C@@H](C)CO)C(=O)c2cccc(N(C)C)c2O[C@H]1CN(C)Cc1ccc2c(c1)OCO2
→ -10	3	0.0	10	-1	-6[16.7 µM]	-21	-3
COc1cccc(NC(=O)CN2C(=O)CSc3ccc(S(=O)(=O)N4CCOCC4)cc32)c1
→ -3	-1	.	2	-3	0	-13	-2
CCOCCn1ccc2c(OCC(=O)Nc3ccc(OC)cc3OC)cccc2c1=O
→ 2	12	.	3	1	2	-6	-7
CCc1nnc(NC(=O)CCc2ccc(C)o2)s1
→ 51	-3	.	-21	-3	-2	.	.

# Later entries
# Each structure is followed by: PGC1a acetyl inh	PglD inh	E-sel inducer	RAD54 branch	Cneo AK release	miR-122 sensor	RAD52 anneal inh	ERAP1 HTS inh
COC(=O)c1ccccc1S(=O)(=O)N1CCC(C(=O)NCC2CCCO2)CC1 (configuration not stated)
→ 1	1	-1.1	9	6	-8	-12	-2
COc1ccc(NC(=O)CN2C(=O)NC3(CCCCCCC3)C2=O)cc1
→ .	-3	.	-4	3	-2	-10	-1
COc1ccc(CCCNC(=O)C2(C)Cc3c(-c4ccc(NC(C)=O)cc4)ccnc3O2)cc1 (configuration not stated)
→ 4	-3	0.0	-1	3	35	-11	3
O=C(NC1CCS(=O)(=O)C1)c1ccccc1C(=O)c1ccccc1 (configuration not stated)
→ .	1	.	-1	5	1	.	.
COC(=O)CN(CCc1ccccc1)S(=O)(=O)c1ccc(OC)c(OC)c1
→ .	1	.	3	0	-3	.	.
Cc1cc(NC(=O)Nc2ccccc2)n(C(C)(C)C)n1
→ 2	-2	-0.1	-1	2	-16	7	0
Cc1cccnc1NC(=O)c1ccc2c(c1)OCO2
→ .	-1	.	4	0	.	-7	1
COCCn1c(SCC(=O)N2CC(C)OC(C)C2)nc2c([nH]c3ccccc32)c1=O (configuration not stated)
→ .	0	.	-1	-11	.	3	-3
C[C@H](CO)N1C[C@H](C)[C@H](CN(C)Cc2ccc(C(=O)Nc3ccccc3N)cc2)OCCCC[C@H](C)Oc2ccc(NC(=O)C3CCCCC3)cc2C1=O
→ -2	.	0.7	.	.	.	19	1
NC(=O)COC(=O)c1cccc(S(=O)(=O)N2CCN(c3ccc(F)cc3)CC2)c1
→ -5	0	0.8	-3	-1	-8	-22	-3

# (listing goes on)
# Each structure is followed by: PGC1a acetyl inh	PglD inh	E-sel inducer	RAD54 branch	Cneo AK release	miR-122 sensor	RAD52 anneal inh	ERAP1 HTS inh
COc1ccc(C(=O)OCC(=O)NC(=O)Nc2ccccc2F)c(OC)c1
→ -5	3	-0.2	2	1	4	-13	1
COc1ccccc1C(=O)NCCC(=O)NCc1cccs1
→ 4	1	0.8	1	3	-2	-6	-2
CCNC(=O)C[C@@H]1CC[C@@H]2[C@H](COc3ccc(NC(=O)Nc4cccc(C)c4)cc3C(=O)N2C)O1
→ 1	2	0.0	-6	1	-9[16.7 µM]	16	-2
Cc1ccccc1S(=O)(=O)NCc1cccnc1
→ 4	1	.	0	-6	0	.	.
Cc1[nH]c(=O)[nH]c(=O)c1S(=O)(=O)Nc1ccc(F)cc1F
→ 8	-6	0.0	-11	-2	0	-19	-4
COc1cccc(S(=O)(=O)Nc2ccc3c(c2)[C@@H]2C[C@@H](CC(=O)N4CCCCC4)O[C@@H](CO)[C@@H]2O3)c1
→ -4	1	-0.4	-3	-1	3[16.7 µM]	13	-2
Cc1sc2nc(N)sc2c1C
→ 10	0	.	-4	-2	-1	.	.
O=S(=O)(c1ccc(C2=CSC3=NCCN23)cc1)N1CCOCC1
→ 4	-3	.	-2	-2	-4	.	.
CC(C)(C)NC(=O)C(c1ccc(-c2ccccc2)cc1)N(C[C@H]1CC[C@@H]([C@@H]2CC[C@H](CO)O2)O1)C(=O)c1ccc(C(C)(C)C)cc1 (some centres not stated)
→ .	-17	0.1	11	-1	.	-14	2
NC(=NCc1ccccc1)c1cccc([N+](=O)[O-])c1
→ 5	1	0.3	1	1	-2	-7	-1

# Next part.
# Each structure is followed by: PGC1a acetyl inh	PglD inh	E-sel inducer	RAD54 branch	Cneo AK release	miR-122 sensor	RAD52 anneal inh	ERAP1 HTS inh
Cn1cnc(CCNC(=O)C[C@@H]2CC[C@H]3[C@@H](COC[C@@H](O)CN3C(=O)Nc3ccc(Cl)cc3)O2)c1
→ 1	0	0.0	5	-4	-5[16.7 µM]	-3	-2
CN(C)C(=O)[C@@H]1[C@@H](CO)[C@@H]2Cn3c(ccc(C4=CCCC4)c3=O)[C@H]1N2Cc1ccccn1
→ -1	.	0.1	.	.	.	-7	-1
COCCN(C(=O)c1ccc2ccccc2c1)c1c(N)n(Cc2ccccc2)c(=O)[nH]c1=O
→ -5	4	0.1	-7	-1	8	-6	0
COc1ccc(NC(=O)Nc2ccc3c(c2)CC(=O)N([C@H](C)CO)C[C@H](C)[C@H](CN(C)Cc2ccc(C(=O)O)cc2)O3)cc1
→ 4	-2&1	1.0&0.1	5&0	-3&0	5[16.7 µM]	5&-3	1&-1
O=C(OCc1cn([C@@H]2C[C@H](c3ccc(Cl)cc3)N(C(=O)c3cccs3)C[C@H]2O)nn1)c1ccccc1
→ -20	.	-0.2	.	.	-3	-8	2
O=C1OCC(CO)(CO)N=C1NNc1ccccc1Cl
→ 4	7	.	14	14	7	-9	0
O=C(NCc1ccc2c(c1)OCO2)C1CCN(S(=O)(=O)c2cccc3nsnc23)CC1
→ 0	-1	.	-4	1	-4	.	.

# This is a random part of the collection; overall some 1.4% were active at least once.
